CHOP inh – inhibitors of CHOP induction in ER stress response; inhibition, % at 10 µM; CHO-K1 CHOP-promoter luciferase, tunicamycin-induced, 15-18 h; AID 2732; 3.8% of 220,000 active;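 active means compounds that reduced the stress-induced luciferase reporter signal by more than about 70% of percent inhibition, limit read from the data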;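 further: 0% = tunicamycin plus vehicle and 100% = wells without tunicamycin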
PPC-1+TRAIL kill – compounds killing PPC-1 cancer cells with TRAIL present (potentiator screen, no TRAIL-free arm); cell killing (% activity), % at 4 µM; 0.41% of 220,000 active; AID 1443; PPC-1 cells + TRAIL, ATPLite viability luminescence;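 active means cell killing above 50% in the first pass at 4 µM, then a duplicate retest at 5 µM averaging 50% or more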;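 further: plate controls were cells with TRAIL plus DMSO for no effect and medium-only wells lacking cells for full effect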
NCF1 inh – p47phox (human) inhibition; P14598; p47phox/p22phox peptide binding, fluorescence polarization, 2 h; inhibition, % at 24.7 µM; 0.53% of 220,000 active;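 active means inhibition above about 30%, limit read from the data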;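 further: 0% = p47phox with labelled peptide and 100% = labelled peptide alone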
Target sequence (P14598 whole entry, looked up): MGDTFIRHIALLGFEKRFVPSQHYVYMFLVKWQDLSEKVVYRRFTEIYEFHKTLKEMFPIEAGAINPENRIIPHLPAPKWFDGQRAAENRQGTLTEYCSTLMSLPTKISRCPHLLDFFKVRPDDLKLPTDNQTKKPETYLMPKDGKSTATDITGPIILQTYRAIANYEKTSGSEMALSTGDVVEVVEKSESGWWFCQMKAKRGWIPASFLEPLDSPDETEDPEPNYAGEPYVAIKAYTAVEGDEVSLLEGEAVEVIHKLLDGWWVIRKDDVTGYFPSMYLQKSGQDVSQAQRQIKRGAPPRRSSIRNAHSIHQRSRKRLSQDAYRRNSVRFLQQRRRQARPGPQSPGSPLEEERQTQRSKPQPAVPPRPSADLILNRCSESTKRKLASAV
TRPML3 agonist – human mucolipin-3 channel agonism; Q8TDD5; HEK293 TRPML3-YFP, Fluo-8 calcium fluorescence; 100% = the carbachol control signal; activation, % at 3 µM; 0.29% of 220,000 active; AID 1448;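 active means activation above its plate's cutoff, the mean activation of the plate's test wells plus 3 SD, cut at about 12% in these data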;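 further: 0% = DMSO only wells and 100% = carbachol wells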
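Material: TRPML3-YFP stable HEK293 cells | Dosing: One concentration, 3 µM nominal, 0.3% DMSO | Timing: 125 s total fluorescence read per well | Technique: Fluo-8 calcium dye fluorescence, ex 470-495, em 515-575 nm | Measure: Percent activation from peak-to-basal fluorescence ratio, scaled between DMSO and carbachol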
Mdm2 ligase inh – inhibitors of human Mdm2 E3 ubiquitin ligase; Q00987; cell-based MDM2 ubiquitination luciferase reporter, 2 h; 0 = plate control, 100 = twice control, blank-subtracted; signal enhancement, % at 5 µM; 0.11% of 210,000 active;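 active means signal enhancement of 30% or more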;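 further: luminescence tracks abundance of the self-degrading MDM2-luciferase fusion protein; higher signal means inhibition of MDM2 E3 ligase activity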
Target sequence (Q00987 whole entry, looked up, the tested form may be a part): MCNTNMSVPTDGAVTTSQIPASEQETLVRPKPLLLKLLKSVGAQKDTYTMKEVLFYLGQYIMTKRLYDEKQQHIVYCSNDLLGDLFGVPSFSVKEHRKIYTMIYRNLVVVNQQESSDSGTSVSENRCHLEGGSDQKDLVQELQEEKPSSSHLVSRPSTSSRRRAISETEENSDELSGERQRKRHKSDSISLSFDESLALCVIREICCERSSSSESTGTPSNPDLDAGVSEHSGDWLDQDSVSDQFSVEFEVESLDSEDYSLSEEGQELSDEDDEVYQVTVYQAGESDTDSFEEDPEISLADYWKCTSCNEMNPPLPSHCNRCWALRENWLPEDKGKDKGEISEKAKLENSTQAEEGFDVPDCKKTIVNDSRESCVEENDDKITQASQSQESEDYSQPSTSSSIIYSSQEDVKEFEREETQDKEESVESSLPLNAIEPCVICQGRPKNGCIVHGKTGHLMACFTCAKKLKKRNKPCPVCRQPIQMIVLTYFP
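Timing – 2 h compound exposure at 37 °C · Assay system – mammalian cells stably expressing self-ubiquitinating, self-degrading MDM2 E3–luciferase fusion · Amount – 2000 cells seeded into each well · Measure – % luminescence enhancement versus blank-corrected plate control mean · Measured by – SteadyLite luminescence, 15 min reagent step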
zfTRPN1 agonist – zebrafish TRPN1 (NompC) channel agonism; HEK293 zebrafish TRPN1-YFP, Fluo-8 calcium fluorescence; 100% = response to 87 µM carbachol; activation, % at 3 µM; 0.18% of 220,000 active;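 active means activation above its plate's cutoff, the mean activation of test wells on that plate plus 3 SD, cut at about 19% in these data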;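 further: 0% = DMSO alone and 100% = 87 µM carbachol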
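Assay system: Zebrafish TRPN1-YFP in HEK293 cells | Incubation: Dye loading 1 h at 37 °C, then 30 min room temperature | Measured by: Kinetic Fluo-8 fluorescence, ex 470-495, em 515-575 nm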
Runt-SMMHC FRET – Runt domain-CBFb-SMMHC interaction inhibition | 0.74% of 220,000 active | Q01196+Q13951 | Cerulean-Runt/Venus-CBFb-SMMHC FRET ratio 530/480, 1 h | inhibition, % at 20 µM;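 active means mean inhibition across duplicate retests at 20 µM reaching about 50%, limit read from the data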;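 further: 0% = DMSO wells and 100% = wells with excess untagged CBFb-SMMHC; inhibitors lower the FRET ratio by blocking Runt binding to CBFb-SMMHC; some results filed as inactive read as strong as hits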
TNF death inh – TNF-alpha cell death inhibition in Jurkat FADD-/- cells; Jurkat FADD-/- TNF necroptosis rescue, ATP luminescence, 24 h; 0 = TNF only, 100 = no-TNF cells; activation (protection from cell death), % at 10 µM; 0.068% of 220,000 active; AID 463075;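 active means activation, meaning protection from cell death, of at least 50% relative to plate controls; inactive means activation below 50%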;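 further: necroptosis triggered by 40 ng/mL TNF-alpha added together with compound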
EBV gp42 inh – inhibitors of Epstein-Barr virus glycoprotein 42. Q1HVG2. Fluorescence polarization binding assay, mP read-out. inhibition, % (tested at 21.74 µM). 0.42% of 220,000 active. AID 1085; in the data active means inhibition above about 50%
Target sequence (Q1HVG2 whole entry, looked up): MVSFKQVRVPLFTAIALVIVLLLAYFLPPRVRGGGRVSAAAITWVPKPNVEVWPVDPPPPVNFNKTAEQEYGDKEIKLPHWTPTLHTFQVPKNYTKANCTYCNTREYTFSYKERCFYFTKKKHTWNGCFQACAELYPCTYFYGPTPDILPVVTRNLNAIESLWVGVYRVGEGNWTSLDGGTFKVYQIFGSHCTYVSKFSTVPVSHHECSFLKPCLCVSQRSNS
Starred values were filed as active, the others as inactive; . = no result given.

SMILES	CHOP inh	PPC-1+TRAIL kill	NCF1 inh	TRPML3 agonist	Mdm2 ligase inh	zfTRPN1 agonist	Runt-SMMHC FRET	TNF death inh	EBV gp42 inh
O=S(=O)(c1ccccc1)N1CCN(c2ncnc3sc(-c4ccccc4)cc23)CC1	6.3	13.9	-17.8	0.9	-10.6	-0.6	6.3	-15.7	-13.7
COC(=O)C(NC(=O)c1ccco1)(Nc1nc(C)cs1)C(F)(F)F (centres undefined)	11.1	11.0	6.4	1.2	-20.0	-1.1	0.9	0.4	-1.6
O=C(Nc1nccs1)c1cccc(S(=O)(=O)N2CCOCC2)c1	1.8	.	-4.4	0.9	2.5	-0.1	.	4.6	-10.6
CCCCNC(=O)c1ccc(/C=C2\Oc3ccccc3N(C)C2=O)cc1	-9.2	-6.0	3.4	0.4	-12.8	-0.3	-12.8	0.2	-9.0
COC(=O)CNC(c1ccccc1)c1cc(Br)ccc1NC(=O)CCN1CCOCC1 (centres undefined)	-8.3	9.0	-16.1	-0.2	-8.2	1.9	1.3	0.9	-6.4
Cc1nc2ccccc2nc1OCC(=O)Nc1cc(C(F)(F)F)ccc1N1CCOCC1	34.8	2.4	-19.5	-0.1	-11.7	-1.0	-5.0	-2.8	-18.1
CCOP(=O)(OCC)C(NC(=O)/C=C/c1ccc(OC)cc1)c1ccccc1 (centres undefined)	-5.7	4.1	-8.8	0.0	-8.8	0.8	0.8	-0.7	-6.4
CCOc1ccc(N(CC(=O)NCCC2=CCCCC2)S(=O)(=O)c2ccccc2)cc1	12.7	-4.8	11.2	0.5	-8.7	0.2	-4.6	1.6	-14.2
Cc1c(C(=O)N2CCN(c3ccccc3)CC2)sc2ncnc(N3CCC(C)CC3)c12	48.8	-8.1	-97.6	1.3	-0.7	1.8	-1.6	-2.1	-12.5
COc1ccc(C(F)(F)F)cc1N/C=C/c1nnnn1-c1ccc(C)cc1	8.9	6.6	-11.8	0.7	-10.2	0.1	2.2	-1.4	-10.2

Entries of single compounds, looked up by structure. Order of values: CHOP inh, PPC-1+TRAIL kill, NCF1 inh, TRPML3 agonist, Mdm2 ligase inh, zfTRPN1 agonist, Runt-SMMHC FRET, TNF death inh, EBV gp42 inh
Entry for `Cc1c(C(=O)N2CCN(c3ccccc3)CC2)sc2ncnc(N3CCC(C)CC3)c12` = 48.8, -8.1, -97.6, 1.3, -0.7, 1.8, -1.6, -2.1, -12.5
Entry for `CCOP(=O)(OCC)C(NC(=O)/C=C/c1ccc(OC)cc1)c1ccccc1` (centres undefined) = -5.7, 4.1, -8.8, 0.0, -8.8, 0.8, 0.8, -0.7, -6.4
Entry for `COC(=O)C(NC(=O)c1ccco1)(Nc1nc(C)cs1)C(F)(F)F` (centres undefined) = 11.1, 11.0, 6.4, 1.2, -20.0, -1.1, 0.9, 0.4, -1.6

Going on with the list:
SMILES	CHOP inh	PPC-1+TRAIL kill	NCF1 inh	TRPML3 agonist	Mdm2 ligase inh	zfTRPN1 agonist	Runt-SMMHC FRET	TNF death inh	EBV gp42 inh
COc1ccc(-c2csc(N(Cc3ccccc3)C(=O)COc3ccc(Cl)cc3)n2)cc1	91.3*	10.5	1.1	0.8	-26.0	1.6	-1.8	-2.4	-20.8
COc1ccc(S(=O)(=O)N2CCC(C(=O)Nc3cccc(C(C)=O)c3)CC2)cc1C	29.2	7.3	-6.7	-0.2	0.5	-2.2	3.4	-7.1	-29.5
Clc1ccc(Cn2ncc3c(NCc4ccccc4)ncnc32)cc1	44.0	-1.9	-8.7	-0.1	-53.6	-0.8	0.1	-6.6	-7.1
CC1(C)Cc2cccc(OCC(=O)Nc3cccnc3)c2O1	-5.3	11.8	-11.1	0.6	-17.4	1.0	1.8	0.1	-18.8
COCCN(C(=S)Nc1ccc(OC)c(Cl)c1)C1CCN(C(C)C)CC1	-13.6	3.6	0.1	1.5	-8.2	1.9	39.8	1.2	2.1
CSc1ncc(C(=O)O)c(C)n1	-19.1	-7.8	-3.1	0.2	-16.6	1.1	6.5	-2.4	-3.1
O=C(/C=C/c1cccc([N+](=O)[O-])c1)NCc1ccc2c(c1)OCO2	-0.4	-2.0	-1.9	-0.5	-0.6	-0.9	-10.9	0.5	11.0
Clc1cccc(-c2nc3nc4ccccc4nc3n2Cc2ccccc2)c1	9.4	26.3	-6.5	0.4	0.1	1.1	-5.6	0.4	-13.6
CC(C)Oc1c(N2CCOCC2)c(=O)c1=O	2.8	3.2	16.2	1.4	-10.6	1.9	-1.3	4.4	-1.6
CC(C)C(C(=O)Nc1cccnc1)N1C(=O)c2ccccc2C1=O (centres undefined)	10.2	39.0	3.0	-0.1	-13.4	-0.6	-2.0	0.3	-9.8
C/C(=N\N1CCN(Cc2ccccc2Cl)CC1)c1ccc([N+](=O)[O-])cc1	32.5	5.0	-5.5	-0.8	-12.0	1.5	0.2	-1.9	-18.0
CCOC(=O)C1CCCN(C(=S)Nc2cc(C)cc(C)c2)C1 (centres undefined)	39.8	12.1	-9.9	0.3	-4.9	-0.4	1.3	0.6	-2.1
Cc1c2cnn(-c3ccccc3)c(=O)c2c(C)n1CCCC(=O)N1CCN(c2ncccn2)CC1	-9.7	45.5	-17.3	1.3	-3.7	3.7	3.3	-1.8	-9.4
CCOn1c(=O)c(-c2ccc(OC)c(OC)c2)[n+]([O-])c2ccccc21	-18.8	-5.2	-11.1	0.1	-5.2	0.3	-31.6	-2.0	-5.4
O=C(NCC1OCCc2ccccc21)c1ccc(NC(=O)c2ccc(Cl)cc2Cl)cc1 (centres undefined)	98.4*	-6.8	2.8	0.6	-0.5	-1.1	-1.8	1.3	7.2
O=C(Cc1ccccc1)N1CCC(O)(c2cccnc2)CC1	2.7	-1.4	-17.6	1.1	-10.8	-0.9	-1.8	1.5	-10.1
O=C(Nc1ccc(Br)cc1)c1cc2ccccn2n1	16.7	14.5	-13.1	2.2	.	6.0	-5.3	4.6	-17.2
COc1ccccc1-c1nc(S(=O)(=O)c2ccc(Cl)cc2)c(N(C)C)o1	-83.8	19.9	-2.5	0.5	-22.4	0.7	-0.2	-1.0	-15.0
NC(=O)c1ccsc1NC(=O)COC(=O)C1CC2CCCC(C1)C2=O (centres undefined)	13.0	2.8	-9.2	1.2	-2.5	4.4	-2.5	0.8	-3.9
O=C(Cn1cnc2c(nnn2Cc2ccc(F)cc2)c1=O)NCc1ccc(F)cc1	-1.0	-1.0	-5.9	0.8	-15.3	1.0	4.2	0.2	-2.3
COCc1c(Br)c(C)nc(OCC(=O)N/N=C/c2ccco2)c1C#N	31.1	0.7	-2.3	0.4	3.6	1.1	14.3	0.2	-11.9
Cc1ccnc(N2CCC(C(=O)NNC(=O)COc3cccc4ccccc34)CC2)n1	10.1	15.3	1.6	0.6	-7.3	0.6	-1.7	0.0	-7.4
COc1cccc(-n2c(SCC(=O)NCCc3ccccc3)nnc2-c2ccoc2C)c1	26.7	-6.3	-1.7	1.2	-17.8	-0.9	-1.0	1.9	-14.2
O=C(CCCN1C(=O)/C(=C/c2cccs2)SC1=S)NNC(=O)c1ccc(F)cc1	58.0	17.1	-9.0	0.2	-0.6	-0.1	-6.4	-1.2	-27.7
COc1ccccc1-n1c(=O)[nH]c2c(C(N)=O)nc(-c3cccnc3)nc21	7.2	4.2	11.4	.	-6.9	.	-2.9	-14.1	-13.9
CC/C(=N\NC(C)=O)c1ccc(OC(F)F)cc1	1.9	4.6	1.1	1.1	-12.5	0.6	1.6	-0.8	1.3
Cc1onc(-c2ccccc2)c1C(=O)Nc1ccc(S(=O)(=O)Nc2nccs2)cc1	5.7	-3.3	-10.2	0.2	.	1.4	-3.8	6.1	-23.7
CCOc1ccc(N(CC)C(=O)COc2cc(=O)n(CC)c3ccccc23)cc1	28.5	28.1	5.3	-0.6	-23.6	-2.3	-3.6	0.6	-4.5
O=C(CCl)Nc1cccc(Oc2ccccc2)c1	106.8*	5.1	1.0	1.0	-12.5	-1.3	1.0	-15.0	-4.4
Cc1cc(C)c(S(=O)(=O)N2CCCCCC2)cc1Br	20.1	-13.0	-8.4	4.2	-16.5	-1.9	-0.5	1.1	-4.3
Cc1cc(=O)oc2ccc(OC(=O)CC(C)C)cc12	8.9	-2.7	3.1	0.5	-4.8	-0.3	2.0	-0.2	6.1
CC(=O)N(CCc1ccccc1C)Cc1cc2cc3c(cc2[nH]c1=O)OCO3	7.7	19.3	-6.1	1.2	-6.3	0.1	1.4	-0.8	-27.6
O=C(CSc1nc2c(cnn2-c2ccc(F)cc2)c(=O)[nH]1)N1CCOCC1	-3.4	-6.6	-13.0	0.5	16.8	0.4	-0.3	0.5	-32.7
COc1ccc(OC)c2c1sc(=NC(=O)C1COc3ccccc3O1)n2C (centres undefined)	-34.6	-12.3	2.1	0.5	-5.6	1.8	-6.0	5.3	-12.3
COc1ccc(NC2=C(C(C)=O)C(c3ccccc3)C(C(C)=O)C(C)(O)C2)cc1 (centres undefined)	0.3	3.1	-6.2	0.6	-19.3	1.0	0.4	0.7	-16.1
CCN1CCN(c2cc(C)c3cc(NC(=O)c4ccc5c(c4)OCO5)ccc3n2)CC1	26.1	20.5	-3.9	0.0	-13.0	0.5	3.9	0.9	-15.2
CCOCC(=O)Nc1cc([N+](=O)[O-])ccc1OC	-4.8	-6.6	.	1.3	-6.9	-0.1	2.7	3.8	-12.3
CCOC(=O)N1CCN(C(=O)c2sc3nc(-c4ccc(F)cc4)cn3c2C)CC1	-5.4	2.5	1.9	0.2	0.7	3.0	3.2	-2.1	-23.9
CCOC(=O)CSc1nnc(CCCCCN2C(=O)c3cccc4cccc(c34)C2=O)o1	-28.4	4.7	-5.9	0.5	1.1	-0.7	-11.2	1.9	-2.8
CCCCn1nnnc1SCC(=O)NNC(=O)c1ccco1	-2.2	-10.3	-3.5	1.4	-8.5	1.3	2.1	-0.1	-20.6
CCN1C(=O)/C(=C/C2=Cc3ccccc3OC2C)SC1=S (centres undefined)	5.8	5.2	-54.8	2.2	.	4.0	-90.2	1.0	52.4*
S=c1[nH]nc(COc2ccccc2)n1/N=C/c1ccco1	-21.3	6.6	-9.3	0.2	-3.2	-1.5	6.4	-0.7	3.0
CC(C)OC(=O)C1C(=O)CC(C)(O)C(C(=O)OC(C)C)C1c1cccnc1 (centres undefined)	32.6	-20.6	4.5	0.4	-19.8	-0.6	-1.4	0.4	-3.9
CC1(C)CC2CC(C)(CN2C(=O)c2cccs2)C1 (centres undefined)	-14.2	0.4	-5.6	0.2	-7.7	-1.7	0.5	-0.5	-4.7
COC(=O)c1ccc(C(c2c(N)n(CC(C)C)c(=O)[nH]c2=O)N2CCN(c3ccccc3)CC2)cc1 (centres undefined)	57.8	-20.5	-11.0	0.7	-7.9	-0.5	-0.6	-5.6	-11.6

Some values from the results shown.
TRPML3 agonist result of CC1(C)CC2CC(C)(CN2C(=O)c2cccs2)C1 (centres undefined) = 0.2
CHOP inh result of COC(=O)c1ccc(C(c2c(N)n(CC(C)C)c(=O)[nH]c2=O)N2CCN(c3ccccc3)CC2)cc1 (centres undefined) = 57.8

Source: PubChem BioAssay
